Source: PubChem
ERG Ets-DNA blk = blocks human ERG Ets domain binding to DNA | P11308 | fluorescence polarization, His-ERG Ets domain / labelled DNA | Potency, µM (highest dose often 76.9 µM), for the others: at the top dose FP activity, negative = inhibition, usual class: inhibitors | hit rate 0.028% among 370,000 | AID 624246; active = well fitted inhibition curve with a large enough effect in the polarisation, with a control signal flat; inconclusive = small, poorly fitted or top-dose-only effect, or effect the other way, or a change in a side signal; inactive = no such curve, though single readings can be large or run the other way; the % refers to the polarisation;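 also: polarization taken with two DNA probes labelled with fluorescein and Texas red; potency is read from the fitted curve at half-maximal effect; % of control where 0% means no effect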
Target sequence (P11308 whole entry, looked up, the tested form may be a part): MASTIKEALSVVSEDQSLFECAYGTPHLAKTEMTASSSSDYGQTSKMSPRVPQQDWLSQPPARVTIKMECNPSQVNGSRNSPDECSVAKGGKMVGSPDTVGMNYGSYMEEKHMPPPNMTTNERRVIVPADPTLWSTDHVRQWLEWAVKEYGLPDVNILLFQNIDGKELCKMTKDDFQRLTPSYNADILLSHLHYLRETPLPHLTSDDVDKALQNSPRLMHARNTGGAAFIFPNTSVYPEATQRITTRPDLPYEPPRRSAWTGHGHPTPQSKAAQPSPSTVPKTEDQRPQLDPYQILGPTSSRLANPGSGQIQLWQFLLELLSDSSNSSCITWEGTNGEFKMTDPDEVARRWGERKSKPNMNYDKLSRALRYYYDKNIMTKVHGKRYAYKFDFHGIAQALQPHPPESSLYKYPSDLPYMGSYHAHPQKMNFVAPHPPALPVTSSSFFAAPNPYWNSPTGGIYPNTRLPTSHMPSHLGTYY
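His-tagged ERG Ets domain (1 uM in the protein solution; 300mM KCl, 50mM Tris-HCl, 1mM EDTA, 1mM DTT, pH 7.5) received compound, then a probe mix of 5 nM fluorescein-DNA and 100nM Texas-615-DNA. Fluorescence polarization was read for both dyes.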
12-LOX inh = blocks human arachidonate 12S-lipoxygenase | Potency, µM (titrated, usually from 108 µM), inactives show at the highest dose activity change, negative = inhibition, actives largely listed as inhibitors | purified 12hLO, xylenol orange hydroperoxide absorbance | AID 1671190 | hit rate 1.1% among 580,000; also: potency is read from the fitted curve at half-maximal effect; % is scaled to controls: 0 for no effect and ±100 for the full control effect
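Purified human 12hLO at 150 nM in 25 mM Hepes, 0.01% Triton X-100, pH 7.0, preincubated 15 min at room temperature with compound. Reaction started with 40 uM arachidonic acid, 30 min at room temperature. Hydroperoxide measured by Fe-xylenol orange, 573/405 nm absorbance ratio.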
Vif-APOBEC3G blk = inhibitors of Vif-APOBEC3G interaction. hit rate 0.076% among 410,000. Potency, µM (highest dose often 46.1 µM), without a hit: top-dose activity, negative = active, actives largely listed as inhibitors. HeLa A3G-eYFP + Vif (tagged APOBEC3G with the HIV-1 protein that degrades it), YFP fluorescence, overnight;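 also: potency is read from the fitted curve at half-maximal effect; % is scaled to controls: 0 for no effect and ±100 for the full control effect; nearly all actives have a fitted effect of over 60% in size; hits raise eYFP signal because A3G escapes Vif-driven loss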
Target sequence (Q9HC16 whole entry, looked up): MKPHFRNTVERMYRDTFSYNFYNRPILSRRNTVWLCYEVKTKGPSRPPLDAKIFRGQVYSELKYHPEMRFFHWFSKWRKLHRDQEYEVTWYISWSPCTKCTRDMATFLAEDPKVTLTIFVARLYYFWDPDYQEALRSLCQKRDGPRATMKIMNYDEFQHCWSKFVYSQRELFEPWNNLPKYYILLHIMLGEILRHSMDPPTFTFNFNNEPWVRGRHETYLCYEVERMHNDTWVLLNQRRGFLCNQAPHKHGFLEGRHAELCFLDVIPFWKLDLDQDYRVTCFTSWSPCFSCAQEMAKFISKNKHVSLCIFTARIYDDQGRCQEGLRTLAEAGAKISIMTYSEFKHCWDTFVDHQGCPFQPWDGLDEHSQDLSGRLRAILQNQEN
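HeLa cells stably expressing Vif and C-terminally eYFP-tagged A3G, seeded overnight at 37 deg C, then exposed to compound by pintool overnight at 37 deg C. Rise in yellow fluorescence (Ex 488/Em 500-530, Acumen) marks blocked Vif-driven A3G degradation.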
Vif-APOBEC3F blk = Vif-A3F binding inhibition; HeLa A3F-eYFP + Vif (tagged APOBEC3F with the HIV-1 protein that degrades it), YFP fluorescence increase; Potency, µM (titrated, usually from 46.1 µM), inactives show top-dose activity, negative = active; hit rate 0.2% among 390,000; AID 602313; also: potency is read from the fitted curve at half-maximal effect; % of control where 0% means no effect; nearly all actives have a fitted effect of over 65% in size
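HeLa cells stably expressing A3F-eYFP plus Vif, plated and incubated overnight at 37 deg C, then exposed to compounds overnight at 37 deg C. Blocked degradation read as raised yellow fluorescence (Ex 488/Em 500-530).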
Glioma ERSR ind = induces the endoplasmic reticulum stress response in human glioma cells; U87-MG GRP78 promoter luciferase reporter, 16 h; Potency, µM, without a hit: at the top dose activation, usual class: activators; hit rate 0.02% among 420,000; also: potency is read from the fitted curve at half-maximal effect; series mostly up to about 76 µM; % of control where 0% means no effect; nearly all actives have a fitted effect of over 35% in size
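ERSR induction read as luciferase luminescence (Bright-Glo, 10 min at room temperature) in stably transfected human U87-MG glioma cells exposed to compounds for 16 h, using GRP78 as sensor.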
D2 antagonist = antagonists of human D2 dopamine receptor; HEK293 TREx D2 cells, calcium flux, dopamine EC80; inhibition, % at 10 µM; hit rate 2% among 340,000; in the data active = inhibition above about 30%; also: 0% is about no effect
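HEK293 T-REx D2 cells, tet-induced, calcium dye no-wash. Cpd pintool add, 180 s kinetic, then EC80 DA, 180 s kinetic. Ca flux read.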
LDHA inh = blocks human lactate dehydrogenase A. hit rate 0.15% among 480,000. AID 1347041. activity change, % (values are at about 110 or 230 µM). purified LDHA, NADH/diaphorase-resazurin fluorescence; stronger effect = lower value. P00338; in the data active = activity change below about -30%; inconclusive = mostly about -25% to -30%;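 also: plate controls were DMSO wells for no effect and wells without enzyme for full effect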
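Human LDH5 (2 nM) was incubated with 0.06 mM NADH and 0.2 mM pyruvate for 5 min at room temperature in Tris pH 7.4. Remaining NADH was coupled through diaphorase/resazurin, and resorufin fluorescence was read at 0 and 20 min.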
D2 agonist = agonists of human D2 dopamine receptor; activation, % at 2 µM; HEK293 T-REx D2 cells, calcium flux agonist mode; P14416; hit rate 0.53% among 340,000;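 active = activation over 3 SD above normal in the single-dose calcium agonist read, cut at about 30% in these data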; also: 0% is about no effect
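Agonism is scored from calcium flux in a force-coupled, inducible HEK293 cell line expressing D2, read kinetically for 180 s after compound addition against dopamine controls.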
RGS4 inh = inhibitors of human regulator of G protein signaling 4. Potency, µM (series often up to 114 µM), without a hit: at the highest dose activity change, negative = inhibition, hits mostly inhibitors. AID 504845. hit rate 0.039% among 390,000. Transcreener GDP fluorescence polarization, RGS4-accelerated GTP hydrolysis. P49798; also: potency is read from the fitted curve at half-maximal effect; % is scaled to controls: 0 for no effect and ±100 for the full control effect; nearly all actives have a fitted effect of over 75% in size; some results filed as inactive show a strong effect at the top dose
Target sequence (P49798 whole entry, looked up): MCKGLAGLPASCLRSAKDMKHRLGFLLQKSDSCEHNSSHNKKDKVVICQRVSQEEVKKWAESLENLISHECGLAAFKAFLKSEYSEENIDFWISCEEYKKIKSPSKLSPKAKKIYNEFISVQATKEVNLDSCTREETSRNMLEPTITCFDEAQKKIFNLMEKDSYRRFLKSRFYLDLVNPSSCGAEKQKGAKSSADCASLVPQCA
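MLSMR compounds (23 nl, pin-transferred) preincubated 10 min at room temperature with a 500nM (2x) first reagent, then RGS4 at 900nM (2x) plus Transcreener GDP mix added; fluorescence polarization (620/688 nm) read before and after 90 min at 30 °C.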
An asterisk follows results filed as active; ? = inconclusive; . = not tested or not shown; & = joins results of further samples; [ ] = another dose, or the depositor's remark. Unless noted, calls follow the shape of the dose curve; as a rule, active = well fitted curve in the direction sought with a large enough effect; inconclusive = small, poorly fitted or top-dose-only effect, or another doubt; inactive = no such curve, though single readings can be large; an effect the other way counts as inactive or inconclusive. The list is partial, so the mix of outcomes need not match the whole.

SMILES | ERG Ets-DNA blk | 12-LOX inh | Vif-APOBEC3G blk | Vif-APOBEC3F blk | Glioma ERSR ind | D2 antagonist | LDHA inh | D2 agonist | RGS4 inh
O=C(COc1ccc(-n2cnnn2)cc1)Nc1ccc(F)c(F)c1F | 14% | -20% | 2% | 2% | -1% | -4 | 0 | 0.4 | -4%
NCCSc1c(-c2ccccc2)[nH]c2ccccc12 | 7% | 18% | -2% | 4% | -3% | -8 | -6 | -0.3 | 11%
Cc1cc(C)cc(OCC(=O)Nc2cnn(CCCC(=O)O)c2)c1 | 9% | 0% | 0% | 1% | 1% | 22 | 1 | -1.6 | -10%
COc1ccc(NC(=O)c2cnc(N3CCCCC3)c3ccccc23)cc1Cl | -11% | ? | 4% | -8% | -2% | . | 4 | 0.8 | -32%
O=C(NCCCCCCNC(=O)c1cccs1)c1cccs1 | -4% | 0% | -4% | 7% | 2% | -6 | -5 | -0.3 | -4%
COc1ccc(OCCNC(=O)c2ccc3nc(C)c(N(C)C(=O)CCc4ccccc4)n3c2)cc1 | . | 14% | -5% | . | -5% | . | -9 | . | .
O=C(Cn1ncc2c3ccccc3n(Cc3ccccc3)c2c1=O)NCc1ccccn1 | 18%&1% | 10%&-1% | 0%&0% | 4%&3% | -3%&1% | 6 | -1&-1 | -0.6&-0.2 | -22%[56.9 µM]
Cc1ccccc1NC(=O)/C(=C/c1ccco1)c1ccccc1 | 0% | -5% | 1% | 2% | -4% | -1 | 0 | 0.0 | -13%[11.4 µM]
O=C(c1ccc(F)cc1)C1CCN(Cc2ccccc2)CC1 | 0% | 290%[activator] | -2% | -3% | -1% | . | -4 | . | -1%
N#Cc1nc(-c2ccc(OCc3ccccc3)cc2)oc1NCc1cccnc1 | -4% | 408%[activator] | -8% | -7% | -4% | -11 | 0 | 0.8 | -15%
CC(C)C(=O)NC(=O)[C@@H]1CCCN1C(=O)/C=C/c1ccccc1 | -1% | ? | 1% | 4% | -4% | 17 | 3 | 0.6 | 19%
O=C(O)c1ccc(Cn2cnc3c(=O)[nH]cnc32)cc1 | 5% | -41% | 0% | 7% | -3% | . | -4 | . | -5%
C=CCn1c(SCC(=O)NCCCC(=O)OCC)nc2scc(-c3ccco3)c2c1=O | 3% | ? | -5% | -15% | -8% | 30 | 1 | 1.2 | ?
Oc1ccc(-c2n[nH]c(=S)n2-c2ccc3c(c2)OCCO3)c(O)c1 | 2% | ? | -2% | -11% | -3% | 11 | 9 | -0.3 | -30%
Cc1ccccc1NC(=O)Cc1nc(-c2c[nH]c(C(=O)N3CCCC3)c2)cs1 | 12% | 122%&-4% | 0% | 1% | -4% | 10 | -2&6 | 0.3 | -39%
CCOC(=O)NC(=O)COC(=O)c1ccc(Sc2ncn[nH]2)c([N+](=O)[O-])c1 | 1% | -14% | -2% | 0% | -1% | -26 | -2 | 12 | -29%
CCOc1ccc(S(=O)(=O)N2CCN(c3ccc(C)cc3C)CC2)cc1 | 3% | 14%[57.4 µM] | 4% | -6% | -3% | 22 | -3 | 0.4 | -5%
Cc1cccn2cc(-c3cccc(S(=O)(=O)N4CCCCC4)c3)nc12 | 3% | ? | 2% | -2% | -1% | -7 | -13 | -0.4 | 8%
CCCCNC(C(=O)Nc1cccc(S(=O)(=O)N2CCOCC2)c1)c1ccccc1 (configuration not stated) | 14% | 1% | -2% | -8% | 2% | 26 | -3 | -0.5 | 13%
NC(=O)Nc1ccccc1C(=O)NCCc1ccccc1 | -1% | 4% | 2% | 2% | -2% | 7 | -2 | -1.3 | 15%
COc1ccc(CCNC(=O)COC(=O)Cc2cc(OC)c(OC)c(OC)c2)cc1 | 3% | -13% | 1% | 1% | -4% | -7 | -6 | -0.4 | 2%
Cn1c(CNC2CCCCC2)nc2ccccc21 | 0% | 0% | 2% | 1% | 5% | 5 | -5 | 0.5 | 1%[11.4 µM]
CN(C)c1ccc(C(c2nnnn2CCOC(=O)Nc2ccc(Cl)cc2)N2CCOCC2)cc1 (configuration not stated) | -1% | -25% | 1% | 6% | -1% | 7 | 7 | 0.7 | -21%
CON(C)C(=O)CC(CNC(=O)OC(C)(C)C)c1ccc(Cl)cc1 (configuration not stated) | -3% | -4% | 3% | 3% | 1% | . | 1 | . | 17%
COc1cccc(Cn2nc(C(=O)O)c3ccccc3c2=O)c1 | -6% | -9% | -3% | 1% | -2% | -20 | -1&-8 | 0.4 | 14%
Nc1nnnn1CC(=O)N/N=C/c1ccccn1 | -8% | 198%[activator] | -2% | 6% | -6% | 3 | 4 | 1.0 | 11%
COc1ccc(OC)c(NC(=O)CCn2c(=S)[nH]c3ccccc3c2=O)c1 | 1% | 1% | 3% | -2% | 0% | -3 | 1 | 0.1 | 1%
Clc1ccc(-n2nnnc2CN2CCOCC2)cc1 | 1% | 1% | -1% | -1% | -1% | . | 0 | . | -15%
COC(=O)c1c(NC(=O)COC(=O)CNC(=O)C2CCCCC2)sc(C)c1C | -14% | -3% | 0% | -12% | 1% | 2 | -5 | -0.8 | -4%
COc1ccc(OC)c(NS(=O)(=O)c2ccc(-n3cccn3)cc2)c1 | 2% | -17%&-59% | ? | -25%&-18% | -2%&-8% | . | -2&-9 | 0.7 | 30%
COc1ccccc1CCNC(=O)C(=O)NCC(c1ccco1)S(=O)(=O)c1ccc(C)cc1 (configuration not stated) | 5% | ? | 5% | -10% | -4% | . | 1 | 0.5 | -27%
Cc1c(C)c2ccc(OCC(=O)NCc3ccccn3)cc2oc1=O | -5% | 0%&26% | 3% | 5% | 5% | -4 | 1&12 | 1.1 | -23%[56.9 µM]
COc1cc(OC)cc(C(=O)NNC(=O)CNC(=O)c2ccc(Br)o2)c1 | 9% | 6% | 0% | 6% | -3% | 5 | -3 | -0.5 | 7%
CCOc1ccc(NC(=O)N2CCOc3ccccc32)cc1 | -3% | -6% | 2% | 1% | 5% | . | 5 | -0.5 | 4%
C=CCNC(=O)C1CCN(c2cc(C)nc(-c3ccccc3)n2)CC1 | 1% | 5% | -11% | 0% | -2% | 19 | -10 | 0.1 | 6%
CCc1nnc(NC(=O)CSc2nnc(-c3ccoc3C)n2-c2ccccc2)s1 | 4% | -4% | 3% | -4% | 2% | -4 | -5 | 0.2 | -16%
Cn1nc(-c2ccc(C(=O)Nc3ccc(OC(F)(F)F)cc3)cc2)c2ccccc2c1=O | 11% | ? | -7% | -27% | -3% | . | -8 | 1.0 | -71%
CCOc1ccc(NC(=O)Cn2c(=O)n(Cc3ccccc3)c(=O)c3sc4ccccc4c32)cc1 | -1% | -17% | 1% | -1% | 3% | . | -6 | 0.5 | 21%
COc1ccc(CNC(=O)c2ccc3c(c2)nc2n3CCC(C)C2)c(OC)c1 (configuration not stated) | 1% | 1% | 4% | 1% | 2% | . | -8 | 0.5 | 11%
COc1ccc(-c2csc(C(C)(O)c3ccc(F)c(F)c3)n2)cc1 (configuration not stated) | . | ? | 1% | . | -4% | . | -4 | . | .
Cc1cc(CN(C)C(=O)c2ccc(OC3CCN(S(=O)(=O)N(C)C)CC3)cc2)n[nH]1 | -12% | -26% | -1% | 4% | -1% | -18 | -4 | 0.8 | -5%
Cn1c(CSCc2ccccc2)n[nH]c1=S | -3% | -28% | 0% | 10% | -4% | -15 | -10 | -0.2 | -3%
O=C(NNC(=O)c1csc(-c2cnccc2C(F)(F)F)n1)c1ccc(C(F)(F)F)cc1 | 14% | ? | 3% | -6% | -3% | -11 | 1 | -0.4 | -16%
Cc1nc(C)c(-c2csc(N)n2)s1 | 11% | -8% | 0% | -8% | 0% | -3 | -6 | -0.3 | ?
COc1ccc(-n2c(C)nc3c(cnn3-c3ccccc3)c2=O)cc1 | 0% | -16% | -13% | -5% | -4% | 2 | -1 | -0.7 | -12%
O=C1CCCCC1(CCc1ccncc1)CCc1ccncc1 | 5% | 0% | -1% | 0% | -3% | . | -2 | . | -21%
CCOc1ccc(C2CC=C(C(C)=O)CN2S(=O)(=O)c2ccc(C)cc2)cc1 (configuration not stated) | . | -15% | -3% | . | -5% | . | 0 | . | .
O=C(c1ccc(F)cc1Cl)N(c1ccccn1)C1CCCCC1 | -1% | -15% | -1% | 5% | -3% | -4 | -8 | -0.1 | 14%
Clc1ccccc1Sc1cnc2ccccc2n1 | 0% | -3% | 0% | 0% | 6% | -12 | -1 | -0.1 | -11%
Cc1ccc(C)c(N(C(=O)CNC(=O)c2ccco2)C(C(=O)NCC2CCCO2)c2ccccc2)c1 (configuration not stated) | -1% | 14% | -4% | -13% | -1% | -44 | 2 | -1.3 | 20%
CCOC(=O)N1CCN(C(=O)CCn2c(=O)[nH]c3ccsc3c2=O)CC1 | -4% | 8% | -4% | 5% | 1% | 3 | -4 | -1.4 | -5%
N#C/C(=C(/O)COC(=O)CCC1CCCCC1)c1nc2ccccc2[nH]1 | -2% | -19% | -5% | -1% | 1% | 9 | -3 | -0.5 | -40%
O[C@@H]1COC(Nc2ccc(N=Nc3ccccc3)cc2)C[C@@H]1O (some centres not stated) | 0% | 1% | -6% | -6% | 0% | 10 | -12 | 0.2 | 11%
